# Screening data: PubChem, several laboratories
# KLF5 inh: KLF5 expression inhibitors, primary screen, DLD-1 cells, luminescence. inhibition, % at 5 µM. DLD-1 KLF5 promoter-luciferase reporter. 290,000 tested, 0.23% active;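 active means inhibition above a per-plate limit of that plate's mean compound inhibition plus 3 SD, cut at about 60% in these data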;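 further: 0% = DMSO wells and 100% = LY294002 at 200 µM; higher means less KLF5 promoter-driven luciferase light; inactives centre near -14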
# SKKanGAS inh: S. pyogenes SKKanGAS growth inhibitors in kanamycin, primary screen, streptokinase expression inhibitor project, SKKanGAS strain, BacTiter-Glo luminescence; 300,000 tested, 1.3% active; inhibition, % at 7.5 µM; 6 h;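 active means mean replicate score, as percent of positive control median, at least 50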;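 further: strain carries kanamycin resistance gene driven by streptokinase promoter and grows in 40 µg/ml kanamycin; loss of luminescence reflects streptokinase promoter inhibition or plain growth inhibition; 0% = median of DMSO wells and 100% = positive control at its reference dose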
# HIF activator: HIF pathway transcriptional activators, primary screen, cell-based, U2OS HRE-luciferase, luminescence; U2OS HRE-luciferase reporter; normalized: DMSO 0%, desferrioxamine 100%; activation, % at 7.5 µM (by protocol); 300,000 tested, 0.32% active; AID 1910, 2009;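 active means mean activation of at least 10% of the iron chelator positive control signal, with at least half of replicates also reaching 10%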
# aSyn UTR inh: MLPCN primary screen, SNCA 5' untranslated region; alpha-synuclein 5'UTR reporter, inhibitor activity; inhibition, % (tested at 7.5 µM); 300,000 tested, 0.82% active; AID 1813, 2009; in the data active means inhibition above about 60%;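 further: H4 neuroglioblastoma cells stably carrying SNCA 5'UTR luciferase fusion; 0% = DMSO wells and 100% = positive control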
# MrgX1 antag: antagonists of human MrgX1 receptor, primary screen, HEK293 cells, Fluo-4 calcium flux | Mas-related G-protein coupled receptor member X1 (Homo sapiens), Q96LB2 | BAM8-22 antagonism; stronger effect = lower value | B-score at 10 µM | 310,000 tested, 1.3% active | AID 588676, 2011;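 active means calcium-response B-score plate-corrected more than 3 library SD below zero, starting fluorescence within 5 deviations, no agonist response on first addition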;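 further: peak minus trough fluorescence over baseline after final BAM8-22 challenge near maximal dose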
# TRPC4 act: activators of mouse TRPC4 channel, primary screen, Fluo4 calcium, HEK293 TRPC4beta/mu-opioid cells | Short transient receptor potential channel 4 (Mus musculus), Q9QUQ5 | AID 2237, 2010 | Fluo4 calcium fluorescence; stronger effect = higher value | 310,000 tested, 0.49% active | B-score at 10 µM;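 active means B-score above 5 SD of library B-scores, and initial fluorescence ratio not above library mean plus 5 SD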;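 further: positive B-score marks a calcium rise read as TRPC4 activation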
#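 Assay system: HEK293 cells stably co-expressing mouse TRPC4beta and mu-opioid receptor / Timing: Fluo4 dye loading 45 min at room temperature, 110 s recording / Signal: Fluo4 calcium-sensitive dye fluorescence, kinetic, 1 Hz baseline / Read-out: integrated baseline-normalised fluorescence ratio, converted to per-well B score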
# IEC-6 tox: cytotoxicity in IEC-6 intestinal epithelial cells, primary screen, cytotoxicity control for KLF5 inhibitor project, cell-based, luminescence; inhibition, % at 5 µM; 290,000 tested, 0.78% active; AID 1825, 2009; IEC-6 cytotoxicity, luminescence viability; in the data active means inhibition above about 22%;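 further: 0% = plate median of test compound wells and 100% = cytotoxic reference compound wells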
# TRPC6 inh: mouse TRPC6 channel inhibitors, primary screen, cell-based, HEK293, membrane potential dye | Short transient receptor potential channel 6 (Mus musculus), Q61143 | ACh-evoked depolarization; stronger effect = lower value | B-score at 10 µM | 310,000 tested, 1.1% active | AID 2553, 2010;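 active means B-score under library mean minus 3 SD, initial fluorescence not abnormally high, positive integrated signal ratio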;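 further: B-score derived from integrated fluorescence ratio over the kinetic read; more negative B-score means stronger inhibition of depolarization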
# Target sequence (Q61143 whole entry, looked up): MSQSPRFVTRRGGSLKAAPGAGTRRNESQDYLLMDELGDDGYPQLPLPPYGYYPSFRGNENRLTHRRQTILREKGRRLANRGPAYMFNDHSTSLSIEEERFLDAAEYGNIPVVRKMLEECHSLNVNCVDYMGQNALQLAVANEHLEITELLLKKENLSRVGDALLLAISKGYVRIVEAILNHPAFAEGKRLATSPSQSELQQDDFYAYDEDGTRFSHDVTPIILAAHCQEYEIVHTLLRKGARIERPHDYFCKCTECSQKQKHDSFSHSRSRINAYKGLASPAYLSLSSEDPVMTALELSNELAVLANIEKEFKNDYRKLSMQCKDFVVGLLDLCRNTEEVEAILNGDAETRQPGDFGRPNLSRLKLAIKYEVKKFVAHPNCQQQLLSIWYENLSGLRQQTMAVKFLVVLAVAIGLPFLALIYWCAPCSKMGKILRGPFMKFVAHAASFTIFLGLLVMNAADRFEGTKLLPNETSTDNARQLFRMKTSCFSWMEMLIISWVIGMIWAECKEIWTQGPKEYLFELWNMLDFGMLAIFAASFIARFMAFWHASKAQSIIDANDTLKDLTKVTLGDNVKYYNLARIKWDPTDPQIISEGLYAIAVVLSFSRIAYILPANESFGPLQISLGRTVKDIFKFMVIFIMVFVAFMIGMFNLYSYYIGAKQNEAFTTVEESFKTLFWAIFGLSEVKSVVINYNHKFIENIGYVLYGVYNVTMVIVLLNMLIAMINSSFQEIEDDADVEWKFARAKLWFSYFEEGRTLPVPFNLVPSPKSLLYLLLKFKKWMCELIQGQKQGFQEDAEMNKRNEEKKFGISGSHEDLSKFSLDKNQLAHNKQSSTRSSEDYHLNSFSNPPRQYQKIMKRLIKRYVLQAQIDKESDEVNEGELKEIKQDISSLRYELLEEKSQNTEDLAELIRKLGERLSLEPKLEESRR
# TRPC6 activator: mouse TRPC6 channel activators, primary screen, cell-based, HEK293, membrane potential dye; Short transient receptor potential channel 6 (Mus musculus), Q61143; HEK293-TRPC6 membrane potential dye fluorescence; stronger effect = higher value; B-score at 10 µM; 310,000 tested, 0.13% active; AID 2550, 2010;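 active means B-score of the integrated fluorescence ratio above library mean plus 3 SD, and starting fluorescence ratio within library mean plus 5 SD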;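 further: higher score means more depolarization so channel activation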
# TRPC4 inh: inhibitors of mouse TRPC4 channel, primary screen, Fluo4 calcium, HEK293 TRPC4beta/mu-opioid cells | Short transient receptor potential channel 4 (Mus musculus), Q9QUQ5 | DAMGO-evoked Fluo4 calcium flux; stronger effect = lower value | B-score at 10 µM | 300,000 tested, 0.39% active | AID 2247, 2010;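 active means B-score over 3 SD under the library average, no early fluorescence shift, positive overall ratio signal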
#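 Material: HEK293 cells with stable TRPC4beta plus mu-opioid receptor expression / Probe or stimulus: DAMGO in two steps, submaximal then maximal / Compound: single concentration per test compound / Technique: kinetic Fluo4 fluorescence imaging of calcium influx / Read-out: per-well B score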
# TRPC4 potent: positive allosteric modulators of TRPC4, primary screen, cell-based, mouse TRPC4beta, HEK293 mu-opioid, Fluo-4 calcium. DAMGO EC20, Fluo-4 Ca2+ flux; stronger effect = higher value. B-score at 10 µM. 310,000 tested, 0.42% active. AID 2227, 2009;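 active means B-score of calcium response area above 5 SD of library B-scores, with initial fluorescence ratio within 5 SD of library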;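 further: B-score of integrated fluorescence ratio over time as area under calcium response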
# * marks the source's active call; other numbers are inactive results; i = inactive; x = no result given.
nr	canonical_smiles	KLF5 inh	SKKanGAS inh	HIF activator	aSyn UTR inh	MrgX1 antag	TRPC4 act	IEC-6 tox	TRPC6 inh	TRPC6 activator	TRPC4 inh	TRPC4 potent
1	Cc1cc(CNC(=O)COC(=O)Cn2[nH]c(=O)c3ccccc3c2=O)cc(C)c1O	x	17	0.0	10	i	i	x	i	i	i	i
2	O=C(Nc1ccccc1[N+](=O)[O-])C1(c2ccccc2)CCOCC1	-51	4	-0.3	4	i	i	-2	i	i	i	i
3	Cc1ccc(OCC(=O)Nc2cc(-c3nn4c(C)nnc4s3)ccc2C)cc1	-14	-6	-0.2	19	i	i	-8	i	i	i	i
4	CCOc1ccc(S(=O)(=O)NC2CC2)cc1	-36	-3	0.6	2	i	i	-7	i	i	i	i
5	Cc1cc(=O)n(CCCc2ccccc2)[nH]1	x	2	0.2	-2	i	i	x	i	i	i	i
6	COc1ccc(NC(=O)C2CCCCN2N)cc1OCC(C)C (stereo unspecified)	-7	-4	0.1	-42	i	i	1	i	i	i	i
7	COc1ccc(OC)c(NC(=O)CSc2nnc3ccc(-c4ccncc4)nn23)c1	28	-8	-0.6	22	i	i	6	i	i	i	i
8	O=C(Cn1cc([N+](=O)[O-])cn1)Nc1cccnc1	-7	-1	0.1	12	i	i	1	i	i	i	i
9	O=C(CC(c1cccs1)S(=O)(=O)c1ccccc1)c1ccc(F)cc1 (stereo unspecified)	-11	1	1.4	-38	i	i	0	i	i	i	i
10	COc1cc(CCC(=O)OCC(=O)NCC2CCCCC2)cc(OC)c1OC	-41	2	-0.2	2	i	i	-1	i	i	i	i
11	CCC(=O)Nc1cccc(NC(=O)c2ccc(C)cc2Cl)c1	-15	-1	0.7	-7	i	i	-2	i	i	i	i
12	Cc1ccc(S(=O)(=O)Nc2ccc(-c3nnc(SCc4ccccc4Cl)o3)cc2)cc1	-8	8	-0.8	0	i	i	4	i	i	i	i
13	O=C(CCN1CCC(c2ccccc2)C1)c1cccs1 (stereo unspecified)	-17	3	-0.1	-54	i	i	-4	i	i	i	i
14	COc1cc(-c2nc3n(n2)C(c2ccncc2)C2=C(CCCC2=O)N3)cc(OC)c1OC (stereo unspecified)	-4	2	-0.3	12	i	i	5	i	i	i	i
15	CN(C)S(=O)(=O)c1ccc(C(=O)NCc2nnc(SCC(=O)c3ccccc3)o2)cc1	-21	29	-0.3	16	i	i	5	i	i	i	i
16	Cc1ccc(C(=O)OCC(=O)N(CC(C)C)c2c(N)n(Cc3ccccc3)c(=O)[nH]c2=O)s1	-14	21	-0.5	2	i	i	3	i	i	i	i
17	Cc1cc(NS(=O)(=O)c2ccc(NC(=S)NC(=O)c3ccc(F)cc3)cc2)no1	-39	-8	0.1	5	i	i	4	i	i	i	i
18	COC(C(=O)Nc1ccnn1C1CCN(Cc2ccc(C)s2)CC1)c1ccccc1 (stereo unspecified)	-4	-1	-0.3	-3	i	i	5	i	i	i	i
19	O=C(NCc1ccco1)/C(=C\c1cccs1)NC(=O)c1ccsc1	1	-3	1.6	5	i	i	1	i	i	i	i
20	COc1ccc(CCNC(=O)C(Sc2ccccn2)c2ccccc2)cc1OC (stereo unspecified)	-3	1	0.0	-6	i	i	0	i	i	i	i
21	CCOc1ccc(C(=O)c2cc([N+](=O)[O-])ccc2N2CCOCC2)cc1	89*	-3	0.3	79*	i	i	92*	i	i	i	i
22	CCOc1ccc(OCC(=O)NCCc2nc3ccccc3[nH]2)cc1	-33	1	0.0	-9	i	i	-1	i	i	i	i
23	CCCC(=O)c1ccc(-c2ccccc2)cc1	-55	6	4.3	-70	i	i	1	i	i	i	i
24	CC(=O)c1ccccc1NC(=O)CSc1nnc(Cc2csc(C)n2)o1	x	-3	-0.5	-7	i	i	x	i	i	i	i
25	COc1ccc(C(=O)NCCOC(C)C)cc1OC1CCN(C(C)=O)CC1	8	2	2.4	-5	i	i	5	i	i	i	i
26	O=C(/C=C/NNC(=O)c1ccccc1)c1ccc(Br)cc1	-88	23	0.9	-20	i	i	-3	i	i	i	i
27	O=C(O)C1CC=CCC1C(=O)Nc1ccc2c(c1)OCCO2 (stereo unspecified)	16	2	0.8	-73	i	i	0	i	i	i	i
28	COc1ccccc1Nc1nc(N)nc(CN2CCCCCC2)n1	1	16	-40	-2	i	i	-1	i	i	i	i
29	CC1CN(C(=O)C2(C)CC2(Br)Br)CC(C)O1 (stereo unspecified)	-13	-1	-0.2	-28	i	i	-3	i	i	i	i
30	CC(=O)Nc1ccc(/C=N/N2C(C)CCCC2C)cc1 (stereo unspecified)	-5	0	0.3	15	i	i	4	i	i	i	i
31	NS(=O)(=O)c1ccc(CCNC(=O)CCNC(=O)c2ccco2)cc1	-13	-1	-0.2	14	i	i	3	i	i	i	i
32	COc1ccccc1CNC(=O)C12CC3CC(CC(C3)C1)C2	-52	5	-23	1	i	i	-3	i	i	i	i
33	CCCOc1ccc(C2c3c(oc4cc(C)c(C)cc4c3=O)C(=O)N2CCCN(C)C)cc1OCC (stereo unspecified)	10	-2	-0.1	-9	i	i	-9	i	i	i	i
34	N#C/C(=C\Nc1ccccn1)S(=O)(=O)c1ccc(Cl)cc1	-15	-1	0.0	1	i	i	-1	i	i	i	i
35	O=C(NCC1COc2ccccc2O1)c1ccc(NC(=O)C(c2ccccc2)c2ccccc2)cc1 (stereo unspecified)	8	9	0.4	-2	i	i	-2	i	i	i	i
36	CNc1nc(SC)nc(N2CCOCC2)n1	-16	-3	-0.7	30	i	i	-1	i	i	i	i
37	COc1cccc(CNC(=O)COc2cccc3c2OC(C)(C)C3)c1	x	3	-8.4	-7	i	i	x	i	i	i	i
38	COc1ccc(C(=O)NC(C)c2nnc(SCC(=O)Nc3nc4ccccc4s3)n2C)cc1 (stereo unspecified)	8	-7	0.1	4	i	i	6	i	i	i	i
39	C[C@H](NC(=O)c1ccccc1Cl)C(=O)OCC(=O)NNC(=O)c1cccs1	x	3	-0.2	16	i	i	x	i	i	i	i
40	CC(C)COC(=O)N1C[C@H](O)C[C@H]1C(=O)Nc1ccc(Cl)cc1	-24	-2	0.9	-6	i	i	-1	i	i	i	i
41	CCCN(CCC)C(=O)c1ccc2c(c1)S(=O)(=O)c1ccccc1C2=O	-8	14	-0.4	17	i	i	-9	i	i	i	i
42	CC(=O)Nc1cccc(C(=O)Nc2ccc(S(=O)(=O)NC3=NCCCCC3)cc2)c1	x	-3	1.1	-6	i	i	x	i	i	i	i
43	COc1ccc(OC)c(NC(=O)c2ccc3c(c2)C(=O)N(CC2CCCO2)C3=O)c1 (stereo unspecified)	-31	-2	-0.4	1	i	i	-2	i	i	i	i
44	COC(=O)c1sccc1Oc1ccc(Cl)cc1N1C(=O)CCC1=O	-50	-10	-1.2	-5	i	i	-4	i	i	i	i
45	O=C(O)c1cccc(S(=O)(=O)Nc2ccccc2N2CCOCC2)c1	-23	-12	-5.4	-3	i	i	-6	i	i	i	i
46	O=C(CNC(=O)[C@@H]1Cc2ccccc2CN1)NCc1ccco1	5	0	0.1	-1	i	i	-6	i	i	i	i
47	Cc1ccc(NC(=O)Cn2nc(C)c([N+](=O)[O-])c2C)cc1C	-9	0	-0.1	-7	i	i	4	i	i	i	i
48	COc1ccc(NC(=O)CN(C)C(=O)c2cnc(Cl)c(Cl)c2)cc1	14	11	-0.4	31	i	i	2	i	i	i	i
49	CC1(CCCN2C(=O)c3ccccc3C2=O)OCCO1	x	-5	0.6	-41	i	i	x	i	i	i	i
50	O=C(Cc1cccs1)NCc1cc(Cl)cc(Cl)c1	-51	2	1.1	-44	i	i	-3	i	i	i	i
51	COc1ccccc1CNC(=O)CN(C)S(=O)(=O)c1ccc(F)cc1	-17	-1	-0.3	10	i	i	1	i	i	i	i
52	O=C(O)C1=C[C@@H](C2CCCCC2)C[C@@H](OCc2ccc(CO)cc2)O1	-16	0	1.5	-1	i	i	-7	i	i	i	i
53	Cn1c(SCC(=O)Nc2ccc(C(N)=O)cc2)nc2c(c1=O)SCC2	-27	0	0.2	9	i	i	4	i	i	i	i
54	CSc1nsc(SCC(=O)Nc2ccc(NC(C)=O)cc2)n1	8	-2	-0.2	-11	i	i	-2	i	i	i	i
55	CCc1c(C)sc(NC(=S)N2CCN(C(=O)C3CCCO3)CC2)c1C(=O)OC (stereo unspecified)	-1	8	0.0	11	i	i	3	i	i	i	i
56	NC(=O)NC(=O)CSc1ccccc1	0	-5	-0.4	12	i	i	-6	i	i	i	i
57	CCCCCCOc1ccc(/C=c2\s/c(=C(/C#N)C(=O)NCc3ccco3)n(-c3ccccc3)c2=O)cc1	-21	3	0.0	19	i	i	-3	i	i	i	i
58	COc1ccccc1CN1CC(C(=O)NCc2ccc(SC)cc2)CCC1=O (stereo unspecified)	-3	-7	0.8	13	x	i	2	i	i	i	i

# Copied from the entries so far (three entries):
nr	canonical_smiles	KLF5 inh	SKKanGAS inh	HIF activator	aSyn UTR inh	MrgX1 antag	TRPC4 act	IEC-6 tox	TRPC6 inh	TRPC6 activator	TRPC4 inh	TRPC4 potent
56	NC(=O)NC(=O)CSc1ccccc1	0	-5	-0.4	12	i	i	-6	i	i	i	i
57	CCCCCCOc1ccc(/C=c2\s/c(=C(/C#N)C(=O)NCc3ccco3)n(-c3ccccc3)c2=O)cc1	-21	3	0.0	19	i	i	-3	i	i	i	i
58	COc1ccccc1CN1CC(C(=O)NCc2ccc(SC)cc2)CCC1=O (stereo unspecified)	-3	-7	0.8	13	x	i	2	i	i	i	i

# Hits appear at their usual frequency (roughly 5.8% active in at least one column).
